Screens (PubChem)
TAG inh: inhibitors of triacylglycerol accumulation; inhibition, % at 12.5 µM; AID 651582; hit rate 0.66% among 230,000; H9c2 cells, Nile Red lipid (TAG) fluorescence; cells loaded with 200 µM oleic acid;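 active = pattern-corrected inhibition of lipid staining of at least 50% with the nuclear-stain viability signal not falling by more than 50%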;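 note: 0% = DMSO wells and 100% = triacsin C control wells; some results filed as inactive read as strong as hits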
TAG inh DAPI viability: second read-out of TAG inh, no call of its own (marks repeat the call); DAPI nuclei signal change (viability), lower = more cytotoxic, %;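 whole-well DAPI fluorescence read on a plate reader as a viability signal; minus 50 percent equals half of cells still viable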
Numbers without * were called inactive. A portion of the library; rates above refer to the full screens.

Values in the order – TAG inh	TAG inh DAPI viability
- C[C@@H]1CN([C@@H](C)CO)C(=O)CCCn2nncc2CO[C@@H]1CN(C)S(=O)(=O)c1ccc2ccccc2c1
 : 3	6
- COc1ccc(CNC(=O)c2cccnc2SC)cc1OC
 : 5	-15
- COc1ccccc1N1CCN(CCCNC(=O)Nc2ccccc2)CC1
 : 0	-8
- CN1CCN(S(=O)(=O)c2ccc(NC(=O)c3ccco3)cc2)CC1
 : 6	-6
- COc1ccc(-c2nc3c4ccccc4ccn3c2CN2CCOCC2)cc1OC
 : 21	2
- CC(C)C1COC(c2cccc3ccccc23)=N1 (configuration not stated)
 : -5	3
- CSc1nc(N2CCOCC2)c2c(c1C#N)CC(C)(C)OC2
 : -3	1
- CCn1c2ccccc2c2cc(/C=N/NC(=O)c3cc(O)cc(O)c3)ccc21
 : 8	17
- COC(=O)Cc1ccc(NC(=S)NCc2ccc(Cl)cc2)cc1
 : 5	1
- Cc1cc(C)c(CN2CCN(C(=O)Cn3cnc4c(NCc5ccccc5)ncnc43)CC2)c(C)c1
 : -18	10
- COc1ccc(-c2c3c(=O)n(C)c(=O)n(C)c3cn2-c2cc(OC)ccc2OC)cc1
 : -12	0
- COC(=O)C(C)(C(=O)OC)c1ccc([N+](=O)[O-])cn1
 : 12	3
- CCOC(=O)C1CCN(c2ncnc3cc(OC)c(OC)cc23)CC1
 : 2	-7
- Clc1ccc(CNc2nc(N3CCOCC3)nc(N3CCOCC3)n2)cc1
 : 19	-6
- COc1cccc(C(=O)Nc2ccccc2N2CCN(C(=O)c3ccccc3)CC2)c1
 : -18	-2
- Cc1cc(C(=O)CSc2ncccn2)c(C)n1Cc1ccco1
 : 15	0
- O=C(COn1nnc2ccc(Cl)cc21)NC1CCS(=O)(=O)C1 (configuration not stated)
 : -12	7
- CCOc1cc(CN2CCN(CCc3ccccc3)C(CCO)C2)ccc1OC (configuration not stated)
 : -3	23
- CCOC(=O)c1ccc(COc2nc3ccccc3nc2-c2ccccc2NC(C)=O)o1
 : -18	6
- O=C1OC(Nc2ccc(F)c([N+](=O)[O-])c2)c2ccccc21 (configuration not stated)
 : 4	-5
- COCCNC(=O)C(c1ccccc1C)N(CCOC)C(=O)Cn1nnc2ccccc21 (configuration not stated)
 : -23	9
- CCOC(=O)C1CCCN(C(=O)Cc2ccc(OC)c(OC)c2)CC1 (configuration not stated)
 : -27	-8
- Cc1cccc(C)c1OCCNC(=O)C(=O)NCc1ccco1
 : 37	-32
- COc1ccc(S(=O)(=O)Nc2cc(C(=O)NCCCOC(C)C)ccc2N2CCOCC2)cc1
 : 27	-14
- COc1cccc(NC(=O)CSc2nc3ccccc3nc2N2CCCC2)c1
 : 30	3
- CSc1nc(C)nc(N/C=C(\C#N)S(=O)(=O)c2ccccc2Cl)n1
 : 2	-8
- CC1(C)CC(=O)C=C(NC2CCCC(O)C2)C1 (configuration not stated)
 : 5	2
- NC(=O)c1nnn(-c2cccc(C(F)(F)F)c2)c1-c1ccccc1
 : 1	-2
- OC(CSc1ccccc1)CN1CCN(c2cccc(Cl)c2)CC1 (configuration not stated)
 : -21	9
- Cc1ccc(C(=O)OCC(=O)NCc2ccc3c(c2)OCO3)o1
 : -4	-1
- CCN(CC)C(=O)CC(c1cc(OC)c(OC)c(OC)c1)c1c(O)cc(OC)cc1OC (configuration not stated)
 : -19	5
- CSc1ccc(OC2(C)CCN(Cc3ccccc3)C2)cc1 (configuration not stated)
 : 0	5
- Cc1cccc(NNC(N)=S)c1
 : -1	9
- CC(Cc1ccccc1)NC(=S)CN1CCCC1=S (configuration not stated)
 : -10	4
- c1ccc2c(c1)nc(NC1CCCCC1)c1nncn12
 : 8	-11
- COCC(COCCCNC(=O)Nc1ccc(Br)cc1)OC (configuration not stated)
 : 8	-7
- COC(=O)CCC/C=C1/SCC(NC(=O)c2ccccc2)C1NC(C)=O (configuration not stated)
 : 11	-11
- Cc1ccc(-n2nc(C(=O)NCc3ccc(C)o3)c3c4ccccc4n(C)c3c2=O)cc1
 : 53*	-0.6*
- CCC(C)NC(=O)CNC(=O)Cn1c(C)cc2ccccc2c1=O (configuration not stated)
 : -17	5
- COc1cc(C(=O)NNC(=O)/C=C/c2ccccc2)cc(OC)c1OC
 : 9	-3

Nothing new here: 14 of the compounds above.
Values in the order – TAG inh	TAG inh DAPI viability
- CC1(C)CC(=O)C=C(NC2CCCC(O)C2)C1 (configuration not stated)
 : 5	2
- NC(=O)c1nnn(-c2cccc(C(F)(F)F)c2)c1-c1ccccc1
 : 1	-2
- OC(CSc1ccccc1)CN1CCN(c2cccc(Cl)c2)CC1 (configuration not stated)
 : -21	9
- Cc1ccc(C(=O)OCC(=O)NCc2ccc3c(c2)OCO3)o1
 : -4	-1
- CCN(CC)C(=O)CC(c1cc(OC)c(OC)c(OC)c1)c1c(O)cc(OC)cc1OC (configuration not stated)
 : -19	5
- CSc1ccc(OC2(C)CCN(Cc3ccccc3)C2)cc1 (configuration not stated)
 : 0	5
- Cc1cccc(NNC(N)=S)c1
 : -1	9
- CC(Cc1ccccc1)NC(=S)CN1CCCC1=S (configuration not stated)
 : -10	4
- c1ccc2c(c1)nc(NC1CCCCC1)c1nncn12
 : 8	-11
- COCC(COCCCNC(=O)Nc1ccc(Br)cc1)OC (configuration not stated)
 : 8	-7
- COC(=O)CCC/C=C1/SCC(NC(=O)c2ccccc2)C1NC(C)=O (configuration not stated)
 : 11	-11
- Cc1ccc(-n2nc(C(=O)NCc3ccc(C)o3)c3c4ccccc4n(C)c3c2=O)cc1
 : 53*	-0.6*
- CCC(C)NC(=O)CNC(=O)Cn1c(C)cc2ccccc2c1=O (configuration not stated)
 : -17	5
- COc1cc(C(=O)NNC(=O)/C=C/c2ccccc2)cc(OC)c1OC
 : 9	-3

More structures follow:
Values in the order – TAG inh	TAG inh DAPI viability
- CN1CCN(C(=O)c2ccc3c(c2)NC(=O)C(N2CCOCC2)S3)CC1 (configuration not stated)
 : -16	-8
- CC(C)CCOc1ccc(C2CC(=O)N(C)C2=O)cc1 (configuration not stated)
 : 14	2
- CC(Sc1nnc(-c2ccco2)n1C)C(=O)NC1CCCC1 (configuration not stated)
 : 4	-7
- O=S(=O)(c1cc(F)ccc1F)N1CCC2(CC1)OCCN2S(=O)(=O)c1ccccc1
 : 9	-2
- Nc1[nH]nc2nc3ccccc3cc12
 : -4	-6
- Cc1noc(C)c1CSc1nnc(-c2ccccc2F)n1CCc1ccccc1
 : 3	-6
- Cc1ccc(C)c(N(C)C(=O)c2coc(=O)c3ccccc23)c1
 : -22	4
- Cc1ccccc1N1CC(C(=O)N2CCc3ccccc32)CC1=O (configuration not stated)
 : 17	0
- COc1cc(OC)cc(C(=O)Nc2ccccc2C(=O)NC2CC2)c1
 : 19	-17
- Nc1c(-c2ccccc2)c(CSc2nc3ccccc3[nH]2)nn1-c1ccc(C(=O)O)cc1
 : 0	-4
- Cc1cccc(-c2noc(-c3ccc(F)cc3)n2)c1
 : 16	-9
- CC[C@]12c3[nH]c4cc(-c5ccco5)ccc4c3CCN1C(=O)[C@@H](CC(=O)NCCc1ccccn1)C[C@@H]2C(=O)N1CCN(C(=O)c2ccco2)CC1
 : 2	1
- O=C(Nc1nnc(-c2ccco2)o1)c1ccc(Br)s1
 : 4	-3
- O=C(c1ccc(-c2ccccc2Cl)o1)N1CCN(S(=O)(=O)c2cccs2)CC1
 : 5	12
- COc1ccc(-c2cc(NC=O)c3ncc(-c4cccc(C(=O)NCCN(C)C)c4)n3c2)c(OC)c1
 : 17	10
- O=C(CCn1c(=O)[nH]c2ccccc2c1=O)N1CCN(c2ccc(Cl)cc2)CC1
 : 23	-11
- CC(C)c1cc(C(=O)N/N=C/c2c[nH]c3ccccc23)n[nH]1
 : 4	-6
- CC(=O)c1ccc(NC(=O)c2cc(=O)[nH]c3ccccc23)cc1
 : 7	-4
- Cc1c(-n2cc(C(=O)O)c(=O)c3cc(F)c(N4CCCC(O)C4)c(F)c32)c(=O)n(-c2ccccc2)n1C (configuration not stated)
 : -10	1
- CCN(CC)S(=O)(=O)c1cccc(-c2n[nH]c(=S)n2C(C)COC)c1 (configuration not stated)
 : -8	3
- CCc1ccccc1NC(=O)Nc1c(C)n(C)n(-c2ccccc2)c1=O
 : 17	-2
- O=C(O)CCC(=O)N1N=C(c2ccc(Br)cc2)CC1c1cccs1 (configuration not stated)
 : -9	10
- COc1ccc(CCNC(=O)C2CCCN(S(=O)(=O)c3cnc[nH]3)C2)cc1OC (configuration not stated)
 : -3	-2
- COc1ccc2nccc(C(N)=O)c2c1
 : 6	-9
- O=C(COC(=O)c1cccnc1Cl)NC12CC3CC(CC(C3)C1)C2
 : -7	-2
- COc1ccc(OC)c(-n2c(-c3ccc(S(C)(=O)=O)cc3)cc(C=O)c2C)c1
 : 23	0
- COCCNC(=S)NCc1cccs1
 : 5	-1
- O=[N+]([O-])c1ccccc1S(=O)(=O)NCCSCc1ccco1
 : -3	6
- COc1ccc(OCCCC(=O)NCC(C)C)cc1
 : 13	3
- CSc1ccccc1NC(=O)C1(C)CCN1C(=O)Cc1ccccc1Cl (configuration not stated)
 : 6	9
- O=C(/C=C/c1ccc(OC(F)F)cc1)Nc1cccc(S(=O)(=O)NC2=NCCCCC2)c1
 : -11	-1
- Cc1ccc(-c2noc(=O)n2CC(=O)c2ccc(Cl)cc2)cc1
 : 2	2
- COc1ccccc1NC(=S)NCc1ccccn1
 : 6	12
- C[C@]12c3[nH]c4ccc(Cl)cc4c3CCN1C(=O)[C@@H](CC(=O)NCc1ccco1)C[C@@H]2C(=O)N1CCCCC1
 : 16	-3
- CCOC(=O)C1CN(S(=O)(=O)c2ccc(F)cc2)C1
 : 1	13
- CCC(=O)NC(c1ccco1)c1cc(Cl)c2cccnc2c1O (configuration not stated)
 : -3	-20
- Cc1cccnc1C(NC(=O)C1CCN(Cc2ccc(Cl)c(Cl)c2)CC1)c1ccc(Cl)cc1 (configuration not stated)
 : -72	10
- CCn1c(C(=O)N2CCCC(C(=O)O)C2)cc2sccc21 (configuration not stated)
 : 4	4
- CCOc1ccc2[nH]c(=O)c(CN(CC3COCCO3)C(=O)c3ccc(C)cc3)cc2c1 (configuration not stated)
 : 10	-4
- O=C(Nc1ccc(Sc2ccc(Br)cc2)cc1)c1ccco1
 : -32	-6
- Cc1cccc(NC(=O)CS(=O)(=O)c2c[nH]c3ccccc23)c1C
 : -8	-4
- COCCCn1cc(C(=O)c2ccccc2OCC(=O)Nc2cccc(F)c2)cc(C#N)c1=O
 : -10	-11
- CC1(C)CC(=Cc2cc(O)ccc2[N+](=O)[O-])C(=O)c2ccccc21
 : 3	1
- O=[N+]([O-])c1cccc(C(=Nc2ccc(Cl)cc2)NO)c1
 : -11	2
- O=C1CN(C(=O)CSc2nncs2)c2ccccc2N1
 : -4	-3
- O=C(Nc1ccc(Cl)cc1)C1CCCN(S(=O)(=O)c2cnc[nH]2)C1 (configuration not stated)
 : 1	0
- CN(C)C(=O)CCc1ccc2c3c([nH]c2c1)[C@]1(C)[C@@H](C(=O)N2CCOCC2)C[C@H](CC(=O)NCc2cccc(C(F)(F)F)c2)C(=O)N1CC3
 : 11	-5
- O=C(Oc1ccccc1)c1cc2ccccc2o1
 : -1	9
- S=C(Nc1ccccc1)N1CCOCCOCCN(C(=S)Nc2ccccc2)CCOCCOCC1
 : -5	-5
- CCCC(=O)N1CCC1(C)C(=O)NCc1ccc(C(C)C)cc1 (configuration not stated)
 : 9	-2

Going on with the list:
Values in the order – TAG inh	TAG inh DAPI viability
- CCNC(=S)N/N=C(\C)c1cccc(OC)c1
 : -7	-4
- COC(=O)C1CCN(C(=O)Cc2ccc(Br)cc2)CC1
 : -1	-8
- CCN(CC)c1ncn(Cc2c(Cl)cccc2Cl)c2ncnc1-2
 : -2	-11
- COc1ccc(NC(=O)c2cc(-c3ccc(C)cc3)on2)cc1
 : -4	4
- Cc1cccc(NC(=O)CC2S/C(=N/c3nccs3)N(C)C2=O)c1 (configuration not stated)
 : -4	7
- O=C(CC1C(=O)NCCN1Cc1cccc(Oc2ccccc2)c1)NCc1cccnc1 (configuration not stated)
 : 3	7
- CCCCn1c(N)c(N(CC(C)C)C(=O)CSc2n[nH]c(-c3ccc(C)cc3)n2)c(=O)[nH]c1=O
 : -8	7
- Cc1ccc(OCC(=O)Nc2c(C)nn(-c3ccccc3)c2C)c(Br)c1
 : -33	1
- O=C(c1ccccc1)c1ccc(OCC(O)CN2CCOCC2)cc1 (configuration not stated)
 : -4	10
- COc1ccc(OC)c2[nH]c(=O)c(CCNS(=O)(=O)c3ccc(C)cc3)cc12
 : -15	1
- Cc1ccc(NC(=O)c2ncn(CCCN3CCN(c4ccccn4)CC3)n2)cc1C
 : -5	12
- COCCn1c(SC2CCOC2=O)nc2ccccc2c1=O (configuration not stated)
 : 4	-5
- Cc1noc2ncnc(Oc3ccc(Cl)cc3Cl)c12
 : -4	-4
- CCOC(=O)c1cnn(Cc2cccc(Cl)c2)c1C
 : 5	-17
- CCOc1ccccc1CNCc1ccc(F)cc1
 : 2	-3
- CCC1(c2ccc(F)cc2)NC(=O)N(CC(=O)c2ccc[nH]2)C1=O (configuration not stated)
 : 26	-19
- C/C=C\C(=O)Nc1cccc(C2=NOC3(C2)C[C@@H](C(N)=O)N(C(=O)c2ccc(Cl)cc2)C3)c1 (some centres not stated)
 : 6	3
- O=C(O)/C=C/C(=O)NC1CCC(CC2CCC(NC(=O)/C=C/C(=O)O)CC2)CC1 (configuration not stated)
 : 17	-3
- Cc1ccc(C)c(N2CCN(C(=O)c3cc(S(=O)(=O)N4CCOCC4)cn3C)CC2)c1
 : -1	-6
